Source: PubChem BioAssay
H9c2 TAG inh – inhibitors of triacylglycerol accumulation, primary screen, cell-based, uHTS, fluorescence, H9c2; H9c2 cells, Nile Red lipid (TAG) fluorescence; cells loaded with 200 µM oleic acid; inhibition, % at 12.5 µM; 230,000 compounds, 0.66% hits; AID 651582, 2012;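 active = pattern-corrected inhibition of lipid staining of at least 50% with the nuclear-stain viability signal not falling by more than 50%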;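 note: 0% = DMSO wells and 100% = triacsin C control wells; some results filed as inactive read as strong as hits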
H9c2 TAG inh DAPI viability – second read-out of H9c2 TAG inh, no call of its own (marks repeat the call); DAPI nuclei signal change (viability), lower = more cytotoxic, %;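 whole-well DAPI fluorescence read on a plate reader as a viability signal; minus 50 percent equals half of cells still viable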
Numbers without * were called inactive; & = joins results of further samples.

SMILES | H9c2 TAG inh | H9c2 TAG inh DAPI viability
O=C(c1cc(Cl)cc(Cl)c1)N1CCN(c2cc(C(F)(F)F)nc3ccccc23)CC1 | -0.7 | 6.5
CC(=O)c1c(C)[nH]c(C(=O)Nc2ccc(C)c(S(=O)(=O)Nc3ccc(C)cc3C)c2)c1C | 7.2 | -1.0
FC(F)Oc1ccc(-c2csc(Cc3nnc4n3CCCCC4)n2)cc1 | -7.4 | -1.1
COc1cccc(-c2cnc3c(NC=O)cc(-c4cc(OC)c(OC)c(OC)c4)cn23)c1 | 20.7 | -6.3
O=C1CC(C(=O)Nc2ccccc2)S/C(=N\NC(=O)c2ccccc2Cl)N1 (configuration not stated) | -8.3 | 1.6
COC(=O)C1(CCSC)NC(c2ccc(O)cc2)C2C(=O)N(c3ccc4c(c3)OCCO4)C(=O)C21 (configuration not stated) | -2.6 | 9.3
COc1ccccc1C(=O)N1CCN(c2cccc(Cl)c2)CC1 | 22.4 | -14.8
CC(=O)C1=C(Nc2ccccc2)CC(C)(O)C(C(C)=O)C1c1ccccc1 (configuration not stated) | -4.4 | -0.5
CN(C)S(=O)(=O)c1ccc(C(=O)NCc2nnc(SCC(=O)N3CCCCCC3)o2)cc1 | 1.6 | 2.9
COCC(Cc1ccccc1)NC(=O)Cn1cc(C)c(=O)[nH]c1=O (configuration not stated) | 5.2 | -3.8
Cc1ccc(O)c(C(=O)c2cc(C#N)c3nc4ccccc4n3c2)c1 | -10.4 | 5.4
O=C(NCc1cccnc1)c1ccc(NC(=O)c2ccco2)cc1 | -22.2 | 9.3
CC(=O)c1cccc(NC(=O)c2cc(S(=O)(=O)N3CCOCC3)cs2)c1 | -6.2 | 6.8
O=C1CCCC/C1=C\Nc1ccc(S(=O)(=O)Nc2cnc3ccccc3n2)cc1 | -5.3 | 12.6
CCOc1ccc(Nc2nc(N)nc(CSC(=S)N3CCOCC3)n2)cc1 | -16.6 | -0.9
O=C1OCCN1N=Cc1ccco1 | -20.8 | -0.7
Cc1ccc(C(=O)NNC(=O)c2ccncc2)cc1S(=O)(=O)N1CCOCC1 | -13.9 | 2.1
O=C(c1ccc(S(=O)(=O)Nc2ccccc2)cc1)N1CCCC1 | 0.8 | 1.9
CC1(C)c2[nH]c3ccccc3c2C[C@@H]2C(=O)N(Cc3ccccc3F)C(=O)N21 | 5.8 | 0.7
Cc1ccc(OCCN2C(=O)c3ccccc3C2=O)c(C)c1 | -2.5 | -9.7
CC1(C(=O)O)CCCN1C(=O)c1cccc(OC(F)(F)F)c1 (configuration not stated) | -5.4 | -4.9
O=C(Nc1ccc(Oc2cccnc2)cc1)C1CCN(Cc2ccccc2)CC1 | 2.3 | -6.2
O=c1c(O)c(-c2ccccc2)oc2cc(O)ccc12 | -10.1 | 7.9
CCOC(=O)N1CCN(S(=O)(=O)c2ccc3c(c2)SCC(=O)N3)CC1 | -14.7 | 1.8
Cc1ccc(C(=O)COc2cccc(NC(=O)c3ccco3)c2)cc1 | -35.3 | 12.0

A few values from the results shown.
O=C(Nc1ccc(Oc2cccnc2)cc1)C1CCN(Cc2ccccc2)CC1 in H9c2 TAG inh DAPI viability → -6.2
O=C1OCCN1N=Cc1ccco1 in H9c2 TAG inh → -20.8
CC(=O)c1c(C)[nH]c(C(=O)Nc2ccc(C)c(S(=O)(=O)Nc3ccc(C)cc3C)c2)c1C in H9c2 TAG inh DAPI viability → -1.0
Cc1ccc(OCCN2C(=O)c3ccccc3C2=O)c(C)c1 in H9c2 TAG inh → -2.5

Returning to the listing, repeating the 2 entries before the break.
SMILES | H9c2 TAG inh | H9c2 TAG inh DAPI viability
CCOC(=O)N1CCN(S(=O)(=O)c2ccc3c(c2)SCC(=O)N3)CC1 | -14.7 | 1.8
Cc1ccc(C(=O)COc2cccc(NC(=O)c3ccco3)c2)cc1 | -35.3 | 12.0
Cc1cc(C)cc(N(C(=O)c2ccc(Br)o2)C2C=CS(=O)(=O)C2)c1 (configuration not stated) | 11.7 | -11.4
COc1ccc(N2CCN(S(=O)(=O)CCNC(=O)COc3ccccc3)CC2)cc1 | -16.0 | 5.5
O=C(COc1ncnc2ccccc12)Nc1cc([N+](=O)[O-])ccc1F | -3.1 | -5.4
O=C(CCCN1C(=O)c2ccccc2C1=O)N1CCCCC1 | -5.1 | -2.1
CC(C)(C)c1ccc(CN2N=C(/C=C/c3ccccc3)CCC2=O)cc1 | -1.5 | -3.4
C=C(C)Cn1c(-c2ccc(OC)cc2)nc2ccccc21 | -9.6 | -2.1
CC(C)(O)C#Cc1ccc(C(=O)NC(CCCNC(N)=O)C(=O)O)s1 (configuration not stated) | 14.9 | -7.4
Cn1cc(SCC(=O)O)c2ccccc21 | 11.1 | 1.3
CC1(C)COCN1C(=O)c1ccc(Cl)c(Cl)c1 | -1.6 | -4.6
COc1ccc(C(=O)COc2ccc3ccc(=O)oc3c2)cc1 | -7.5 | 4.6
O=C(CNC(=O)c1ccc(Br)o1)NNC(=O)c1n[nH]c(=O)c2ccccc12 | 2.2 | -9.5
Cc1ccc(F)cc1NC(=O)N1c2ccccc2NC(=O)CC1C (configuration not stated) | 2.3 | -1.6
COc1ccc(NC(=O)Nc2ccc3nonc3c2)cc1 | -8.2 | 13.0
CC(=O)/C(N=Nc1ccc(SC(F)F)cc1)=C(\C)O | -13.1 | 0.1
Cc1csc2nc(O)c(C(=O)NC3CCCCCC3)c(=O)n12 | 5.3 | 11.5
COc1ccc2c(c1)C(=O)C1(CC2)OC1c1cccnc1 (configuration not stated) | 3.0 | -7.5
S=C(Nc1ccccc1)N(Cc1ccccc1)Cc1ccncc1 | 4.1 | -3.1
COc1cccc(OC)c1OCCCNC1CCCC1 | 4.1 | -3.8
CCCNC(=O)C1(C)CCN1C(=O)c1cc(C)n(C)n1 (configuration not stated) | -9.0 | 0.8
CC1=C(C(=O)NCCCOC(C)C)C2(CCC(C)CC2)OC1=O (configuration not stated) | 2.1 | 2.7
CCCCCC(=O)N1C[C@@H](n2cc(COC(=O)c3ccccc3)nn2)[C@H](O)C[C@@H]1c1ccc(OC)cc1 | -13.0 | 6.8
Cc1ccc(C)c(S(=O)(=O)N2CCCC2CNC(=O)C(=O)Nc2ccccc2)c1 (configuration not stated) | 5.4 | 3.8
Clc1cccc(OCCn2cncn2)c1Cl | -11.3 | 1.4
Cc1nn(-c2ccccc2)c(C)c1NC(=O)COC(=O)c1cccc(OC(F)F)c1 | -4.6 | -6.1
CCCCCn1c(C(Cc2ccccc2)NC(=O)COC)nc2ccccc21 (configuration not stated) | -17.6 | -11.8
(more compounds)
SMILES | H9c2 TAG inh | H9c2 TAG inh DAPI viability
CCSc1nc2ccccc2n1C(=O)/C=C\c1ccc(OC)c(OC)c1 | 21.3 | -18.4
Cc1cc(C)cc(C(=O)N2CCN(Cc3ccc4c(c3)OCO4)CC2)c1 | 1.9 | -2.6
Cc1ccc(NC(=O)c2c(C)nn(-c3ccccc3)c2Cl)c(C)c1 | -59.7 | -4.2
CC(=O)c1ccc(NC(=O)C2CCCN2S(=O)(=O)c2cccs2)cc1 (configuration not stated) | -5.1 | 4.5
COc1ccc(-c2ccc(CN3C(C(C)C)C(=O)N(Cc4cn(CCC5OCCO5)nn4)CCS3(=O)=O)cc2)cc1OC (configuration not stated) | -22.7 | 12.7
C[n+]1c2cc(N)ccc2cc2ccc(N)cc21 | -333.6&-133.7 | -79.1&-74.0
COc1ccc(OC)c(C(=O)CC2OC(=O)c3ccccc32)c1 (configuration not stated) | 22.0 | 11.8
CC(OC(=O)c1ccco1)C(=O)Nc1nc(-c2ccccc2)cs1 (configuration not stated) | 0.6 | -1.8
Nc1c(C(=O)c2ccc(Cl)cc2)sc2nsc(SCCN3CCOCC3)c12 | -32.0 | 5.6
CCOC(=O)C1=C(c2ccccc2)Nc2ncnn2C1c1ccc(O)cc1 (configuration not stated) | -10.2 | -1.1
O=C(CCc1ccccc1)Nc1cc(C(=O)O)cc(C(=O)O)c1 | -17.2 | 3.3
COc1ccc(OC)c(NC(=O)c2ccccc2NS(=O)(=O)c2cccc3cccnc23)c1 | 0.6 | 3.7
CC(OC(=O)Cc1c[nH]c2ccccc12)C(=O)N(C)c1ccccc1 (configuration not stated) | 4.6 | 1.4
CC1CCN(C(=O)CSc2nc(N)c3c4c(sc3n2)CN(C)CC4)CC1 | 2.3 | 2.3
O=C(COc1ccc2ccccc2c1Br)Nc1cccnc1 | -20.7 | -5.9
CCN(CC)C(=S)SCC(=O)NC12CC3CC(CC(C3)C1)C2 | -7.3 | -6.9
O=C(Nc1cccnc1)c1coc(=O)c2ccccc12 | 2.8 | 4.5
O=C(O)c1cocc1C(=O)O | 6.2 | 3.6
CC(=O)c1cccc(NS(=O)(=O)N2CCOCC2)c1 | -10.8 | -4.4
Clc1ccc2nc(CSc3ccccc3)cn2c1 | -9.2 | 11.3
COc1ccccc1C(=O)OCC(=O)NC(=O)NC1CCCCC1 | -2.4 | 0.6
C1CCN(c2nc3nonc3nc2NCC2CCOCC2)CC1 | -10.7 | 11.1
O=C(COc1ccccc1-c1ccccc1)N/N=C/c1cccc2ccccc12 | 63.2* | -35.2*
C[C@@H](C(=O)NCc1ccccn1)[C@@H]1C[C@@]1(C)[C@@H](NC(=O)OCc1ccccc1)c1ccccc1 | -22.4 | -2.5
O=C(N/N=C/c1ccc[nH]1)c1cccnc1 | -0.2 | -10.8

Another view of part of the listing above:
Order of values: H9c2 TAG inh, H9c2 TAG inh DAPI viability
O=C(CCCN1C(=O)c2ccccc2C1=O)N1CCCCC1
 : -5.1, -2.1
CC(C)(C)c1ccc(CN2N=C(/C=C/c3ccccc3)CCC2=O)cc1
 : -1.5, -3.4
C=C(C)Cn1c(-c2ccc(OC)cc2)nc2ccccc21
 : -9.6, -2.1
CC(C)(O)C#Cc1ccc(C(=O)NC(CCCNC(N)=O)C(=O)O)s1 (configuration not stated)
 : 14.9, -7.4
Cn1cc(SCC(=O)O)c2ccccc21
 : 11.1, 1.3
CC1(C)COCN1C(=O)c1ccc(Cl)c(Cl)c1
 : -1.6, -4.6
COc1ccc(C(=O)COc2ccc3ccc(=O)oc3c2)cc1
 : -7.5, 4.6

(more compounds)
SMILES | H9c2 TAG inh | H9c2 TAG inh DAPI viability
COC(=O)CCNC(=O)c1ccc2nc(Cc3ccc(OC)cc3)oc2c1 | -5.9 | -2.5
CC(C)c1ccc(CN2CCN(S(=O)(=O)c3ccc(Cl)s3)CC2)cc1 | -36.8 | -1.2
O=c1onc(-c2ccccc2Cl)n1-c1ccccc1Cl | 2.1 | -8.7
CN(c1ccc(C(=O)Nc2ccc(Cl)cn2)cc1)S(=O)(=O)c1ccccc1 | 14.3 | -4.2
CC(NC(=S)Nc1cccc(C(F)(F)F)c1)C(C)(C)C (configuration not stated) | -29.3 | 2.5
CC(NC(=O)c1ccco1)C(=O)N1CCc2ccccc2C1 (configuration not stated) | -2.2 | -1.8
COc1ccc(S(=O)(=O)N2CCCCCC2)cc1C(=O)N(C)Cc1ccc(F)cc1 | -1.6 | -4.1
NC(=S)Nc1cc(Cl)ccc1Cl | -5.7 | 9.3
CCOc1ccc(-n2c(-c3ccccc3)c[n+]3c2CCCCC3)cc1 | -34.8 | -7.2
CC(C)(Oc1ccc(Cl)cc1)C(=O)Nc1c2c(nn1C(C)(C)C)CS(=O)(=O)C2 | 14.6 | -5.2
CCOc1ccc(CCNC(=O)c2ccc(Cl)c(S(=O)(=O)N3CCOCC3)c2)cc1OCC | 28.2 | -2.2
O=C(CN1CCN(S(=O)(=O)c2cc(Br)ccc2Br)CC1)NCc1ccccc1Cl | -3.0 | 2.2
O=C(NCCc1ccccc1)c1c(O)c2ccccc2[nH]c1=O | -2.9 | 0.5
Cc1cc(C)nc(NS(=O)(=O)c2ccc(N/C=C3\CCCC3=O)cc2)n1 | -19.9 | 6.6
CCCc1[nH]nc2c1C(c1ccccc1OCC)C(C#N)=C(N)O2 (configuration not stated) | 8.5 | -6.9
CCCCOC(=O)C1=C(C)NC(=O)NC1c1ccc2c(c1)OCO2 (configuration not stated) | 7.2 | 0.8
CSc1ccccc1C(=O)C1CCCN(C(=O)c2cccc(Cn3cccn3)c2)C1 (configuration not stated) | 0.8 | -0.2
COc1cccc(Nc2nc(C)cc(C)c2C(N)=O)c1 | 11.1 | -7.6
CN(CC(=O)Nc1cccc(F)c1)C(=O)c1cccc(-n2cccc2)c1 | 6.5 | -2.8
Cc1ccsc1CN(C)CC(=O)NCC(=O)Nc1ccc(F)cc1 | 7.5 | 1.0
COc1ccc(C(C)=O)cc1CN1C(=O)NC2(CCCCC2C)C1=O (configuration not stated) | 9.1 | -12.5
COc1ccccc1C(O)c1ncc(-c2ccccc2C)[nH]1 (configuration not stated) | -9.1 | 8.1

Some of these compounds in order of number of heavy atoms, low to high.
SMILES | H9c2 TAG inh | H9c2 TAG inh DAPI viability
COc1ccccc1C(O)c1ncc(-c2ccccc2C)[nH]1 (configuration not stated) | -9.1 | 8.1
Cc1cc(C)nc(NS(=O)(=O)c2ccc(N/C=C3\CCCC3=O)cc2)n1 | -19.9 | 6.6
CC(C)(Oc1ccc(Cl)cc1)C(=O)Nc1c2c(nn1C(C)(C)C)CS(=O)(=O)C2 | 14.6 | -5.2

These rows are one share of the data, so the mix of outcomes need not match the whole.
